High-throughput results: PubChem BioAssay, The Scripps Research Institute Molecular Screening Center
MITF primary: MITF inhibitors, primary screen, biochemical, AlphaScreen, human; Microphthalmia-associated transcription factor (Homo sapiens), O75030; inhibition, % at 2.6 µM; actives 0.91% (n = 650,000); AlphaScreen MITF homodimerization, bead proximity signal; in the data active = inhibition above about 50%;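 also: 0% = vehicle wells with protein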
FBW7 act: FBW7 E3 ligase activators, primary screen, biochemical, AlphaScreen, human. F-box/WD repeat-containing protein 7 (Homo sapiens), Q969H0. AlphaScreen FBW7–phospho-cyclin E peptide binding, activator screen. normalized activity (activation), % at 26.1 µM. actives 0.13% (n = 650,000). AID 1259310, 2017; in the data active = normalized activity above about 1.9%;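 also: purified mutant Fbw7 with reduced substrate affinity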
Target sequence (Q969H0 whole entry, looked up): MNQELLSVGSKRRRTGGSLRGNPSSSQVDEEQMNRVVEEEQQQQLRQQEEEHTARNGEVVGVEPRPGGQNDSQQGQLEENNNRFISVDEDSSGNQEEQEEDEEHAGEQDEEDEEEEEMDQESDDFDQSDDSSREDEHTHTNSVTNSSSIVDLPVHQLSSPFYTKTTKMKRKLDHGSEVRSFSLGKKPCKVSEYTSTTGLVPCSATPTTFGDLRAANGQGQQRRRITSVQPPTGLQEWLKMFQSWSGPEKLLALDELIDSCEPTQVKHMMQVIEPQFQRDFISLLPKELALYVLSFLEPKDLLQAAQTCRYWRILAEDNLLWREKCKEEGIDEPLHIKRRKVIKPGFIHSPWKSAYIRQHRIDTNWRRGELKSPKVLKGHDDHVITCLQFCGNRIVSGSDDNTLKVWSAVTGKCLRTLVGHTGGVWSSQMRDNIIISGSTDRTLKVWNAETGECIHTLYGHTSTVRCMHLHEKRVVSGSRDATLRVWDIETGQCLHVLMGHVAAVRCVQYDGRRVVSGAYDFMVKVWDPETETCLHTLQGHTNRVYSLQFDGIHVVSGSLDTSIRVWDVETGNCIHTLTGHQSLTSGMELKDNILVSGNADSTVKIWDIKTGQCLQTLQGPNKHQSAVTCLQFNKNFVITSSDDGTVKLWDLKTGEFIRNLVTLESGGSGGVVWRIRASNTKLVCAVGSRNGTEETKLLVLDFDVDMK
TEAD-YAP block: TEAD-YAP interaction inhibition, primary screen, TEAD-YAP interaction inhibitor project, luminescence, HEK-TIYL cells | TEAD-Gal4/YAP UAS-luciferase luminescence | inhibition, % at 9.12 µM | actives 1.4% (n = 640,000) | AID 1259422, 2018; in the data active = inhibition above about 32%;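 also: 0% = median of test compound wells and 100% = reference inhibitor wells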
GPR151 activ: activators of human GPR151, primary screen, cell-based, PathHunter beta-arrestin, luminescence; G-protein coupled receptor 151 (Homo sapiens), Q8TDV0; PathHunter beta-arrestin GPR151 cells; activation, % at 11.2 µM; actives 1% (n = 650,000); in the data active = activation above about 4.9%;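 also: 0% = median of compound wells and 100% = cells with positive control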
Target sequence (Q8TDV0 whole entry, looked up): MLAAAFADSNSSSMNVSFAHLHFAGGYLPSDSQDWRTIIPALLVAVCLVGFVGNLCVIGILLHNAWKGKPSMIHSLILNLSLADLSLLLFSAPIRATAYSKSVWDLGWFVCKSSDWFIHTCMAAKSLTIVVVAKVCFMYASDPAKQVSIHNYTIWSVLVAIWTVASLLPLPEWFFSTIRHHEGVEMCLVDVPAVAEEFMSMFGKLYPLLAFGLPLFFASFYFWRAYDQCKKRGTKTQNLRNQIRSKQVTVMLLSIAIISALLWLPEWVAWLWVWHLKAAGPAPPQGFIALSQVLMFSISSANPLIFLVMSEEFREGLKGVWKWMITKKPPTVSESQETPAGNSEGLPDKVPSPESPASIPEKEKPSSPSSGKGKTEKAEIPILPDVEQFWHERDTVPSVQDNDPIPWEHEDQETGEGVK
* = called active by the depositor.

SMILES | MITF primary | FBW7 act | TEAD-YAP block | GPR151 activ
COc1cc(C(=O)N2CCN(C34CC5CC(CC(C5)C3)C4)CC2)cc(OC)c1OC | -8.8 | 0.0 | 5.7 | 1.8
O=C1c2[nH]nc(-c3ccc(F)cc3)c2C(c2ccc(F)cc2)N1c1ccccc1 (centres undefined) | 3.2 | 0.0 | 1.1 | 0.2
CCCSCCCNC(=O)c1cc(C)nn1-c1ccccc1 | 5.7 | 0.4 | -1.4 | 3.1
CCOC(=O)C1=C(C)N=c2s/c(=C\c3cc(Br)c(OCc4ccccc4Cl)c(OC)c3)c(=O)n2C1c1ccccc1 (centres undefined) | 5.2 | 0.1 | 6.4 | -1.0
CN(Cc1nc2ccc(F)cc2[nH]1)C(=O)CC1C(=O)NCCN1Cc1cccc(F)c1F (centres undefined) | 3.7 | 0.0 | -9.4 | 0.6
CCCn1c2c(c(O)c(C(=O)NCc3ccccc3)c1=O)CCCC2 | -10.5 | 0.1 | -10.9 | 2.1
CC(=O)OCCCNc1cc(Sc2ccc(Cl)cc2)c2nonc2c1[N+](=O)[O-] | -4.1 | 0.1 | -8.0 | -0.9
O=C(Nc1cc(F)ccc1F)c1cccc2c1C(=O)N(Cc1cccnc1)C2 | -8.5 | -0.2 | 10.8 | 0.5
COc1cccc(OC)c1C(=O)N1CCCCCC1 | -1.9 | 0.0 | 0.7 | 1.7
CCC1c2ccc(C)n2CCN1C(=O)Nc1ccccc1Br (centres undefined) | 3.0 | 0.0 | -5.5 | 0.1
COc1cccc(-n2[nH]nnc2=S)c1 | 11.9 | -0.1 | 2.3 | -1.0
Cc1ccc(C(C)(C)C)c(OCCCn2ccnc2)c1 | 22.4 | -0.2 | -13.7 | -0.8
CC(CC(=O)O)CC(=O)N1CCCC1c1nc(-c2ccc(Cl)cc2)c2ccccn12 (centres undefined) | -3.1 | -0.5 | -9.4 | -0.1
O=C(Oc1ccccc1)n1c(=O)oc2ccc(S(=O)(=O)N3CCCCC3)cc21 | 10.0 | 0.5 | 3.7 | -0.7
CC1=C(C(=O)Nc2ccccc2)C(c2ccco2)N2C(=O)CSC2=N1 (centres undefined) | 7.6 | 0.1 | 2.1 | 0.3
CS(=O)(=O)N1CCN(Cc2ccco2)CC1 | 31.1 | -0.2 | -1.4 | -0.6
C/C(CC(=O)N1CCN(C=O)CC1)=N\NC(=O)c1ccc([N+](=O)[O-])cc1 | -2.1 | 0.0 | 0.8 | -0.5
CCc1cc(=O)oc2c(C)c(OCC(C)=O)ccc12 | -13.8 | 0.1 | -18.5 | 0.7
Cc1ccc(Nc2cc(N3CCCCC3)c3noc4c3c2C(=O)c2ccccc2-4)cc1 | 2.4 | -0.3 | -4.3 | 1.5
CCNC(=O)C(=O)NCc1cccs1 | 5.0 | 0.0 | 0.7 | 4.9*
NC(=O)c1ccsc1NC(=O)/C=C/c1cccs1 | 3.1 | -0.1 | 64.1* | -11.8
COc1ccc(/C=C2\N=C(c3ccccc3Br)OC2=O)cc1 | 6.1 | 0.1 | 0.2 | 0.1
Cc1ccc(C(O)(C(=O)N/N=C/c2cccnc2)c2ccc(C)cc2)cc1 | 10.1 | 0.2 | -1.3 | -1.4
CCOC(=O)c1ccc(NCCC(=O)c2ccc(Br)cc2)cc1 | 1.7 | -0.1 | 4.2 | -1.1
C=CCn1c(SCC(=O)Nc2sc(C(=O)OC)c(C)c2C(=O)OC)nc2sc3c(c2c1=O)CCCC3 | 8.6 | 0.1 | -4.7 | 0.4
CC1CCCC(NC(=O)c2ccc3c(=O)n(CC4CCCO4)c(=S)[nH]c3c2)C1C (centres undefined) | 5.8 | 0.0 | 5.4 | 2.3
O=C(N/N=C/c1ccccc1O)C1COc2ccccc2O1 (centres undefined) | 8.3 | 0.0 | 0.9 | 0.2
O=C(NCCOc1ccccc1)c1cncc(-c2ccc(N3CCOCC3)nc2)c1 | 2.6 | 0.4 | -6.3 | 1.1
CCn1cc(CNC(=O)CC2C(=O)NCCN2Cc2ccc(OC)c(C)c2)cn1 (centres undefined) | -14.8 | 0.0 | -3.5 | -0.3
O=C1C(C=Nc2cccc(F)c2)=C(O)c2ccccc21 | 0.4 | 0.8 | -54.6 | -1.2
CC(C)(C)C(=O)CSc1nc2ccccc2c(=O)n1Cc1ccco1 | 5.8 | -0.1 | 2.0 | -2.0
O=C(c1ccc(F)c(F)c1)N1CCN(Cc2nnnn2-c2ccc(F)cc2)CC1 | 24.4 | 0.6 | 12.2 | -1.5
COc1cccc(C(=O)NNC(=O)C(OC)c2ccccc2)c1 (centres undefined) | 0.2 | 0.2 | 2.2 | -0.7
COc1ccc(-n2c(SCC(=O)c3ccc(Cl)cc3)nc3c(c2=O)C2(CCCC2)Cc2ccccc2-3)cc1 | 12.0 | 0.1 | -2.8 | 0.0
Clc1ccc(-c2cnn3c(NCc4cccs4)ccnc23)cc1 | 0.8 | -0.3 | -37.4 | 0.9
O=C(CSc1nc2[nH]ncc2c(=O)n1-c1ccc(Cl)cc1Cl)Nc1ccc(Cl)cc1 | -18.0 | 0.0 | -7.4 | 1.3
CCCCNC(=O)C(=O)Nc1cccc(C)c1C | 16.1 | -0.1 | -27.6 | 1.8
Cc1cc(Cl)ccc1OCC(=O)N(Cc1ccco1)C1CCS(=O)(=O)C1 (centres undefined) | -9.1 | -0.3 | -6.5 | -0.5
CC(=O)N1CCc2ccc(S(=O)(=O)Nc3cc4c(cc3C#N)OCO4)cc21 | -2.8 | -0.1 | -1.4 | 1.7
COc1ccc(C(=O)NCC(=O)N/N=C/c2cccc(OC)c2O)cc1OC | 4.1 | -0.1 | -12.9 | 0.2

Record cards (already shown). Screens in order: MITF primary, FBW7 act, TEAD-YAP block, GPR151 activ
Results for COc1cccc(C(=O)NNC(=O)C(OC)c2ccccc2)c1 (centres undefined) = 0.2, 0.2, 2.2, -0.7
Results for O=C(c1ccc(F)c(F)c1)N1CCN(Cc2nnnn2-c2ccc(F)cc2)CC1 = 24.4, 0.6, 12.2, -1.5
Results for COc1ccc(C(=O)NCC(=O)N/N=C/c2cccc(OC)c2O)cc1OC = 4.1, -0.1, -12.9, 0.2
Results for COc1ccc(-n2c(SCC(=O)c3ccc(Cl)cc3)nc3c(c2=O)C2(CCCC2)Cc2ccccc2-3)cc1 = 12.0, 0.1, -2.8, 0.0
Results for CCCCNC(=O)C(=O)Nc1cccc(C)c1C = 16.1, -0.1, -27.6, 1.8

Additional compounds
SMILES | MITF primary | FBW7 act | TEAD-YAP block | GPR151 activ
Cc1ccc(CN2CCc3nnc(CCNC(=O)C4CCCCC4)n3CC2)s1 | 5.3 | -0.1 | 0.8 | 0.4
O=C(Cc1ccc([N+](=O)[O-])cc1)Nc1cc(F)cc(F)c1 | 0.1 | 0.2 | -6.6 | 0.5
N#Cc1c(NC(=O)CN2CCN(c3ccc([N+](=O)[O-])cc3)CC2)sc2c1CCCCC2 | 19.3 | 0.6 | 10.7 | 1.0
COc1ccccc1OC1CCN(c2nc3nonc3nc2N2CCOCC2)CC1 | 12.6 | 0.1 | -12.0 | -1.9
CNC(=O)c1c(NC(=O)C(C)C)sc2c1CCN(C(=O)OC)C2 | 5.9 | -0.1 | 6.7 | -0.1
COc1cc2oc(=O)cc(C)c2cc1OC | 5.7 | 0.1 | 5.0 | -0.1
O=C(c1nn2c(C(F)(F)F)cc(-c3cccs3)nc2c1Cl)N1CCCc2ccccc21 | 4.1 | 0.2 | 9.4 | 4.2
COc1ccc(C(=O)N2N=C3CC(C)(C)OCC3C2c2ccc(OC)cc2)cc1 (centres undefined) | 6.9 | -0.1 | 7.7 | -0.8
Cc1[nH]n(-c2cccc(Cl)c2)c(=O)c1C=Nc1ccccc1O | 9.7 | -0.1 | 11.1 | 0.1
CCCn1nnc(NC(=S)NC(=O)c2cc(C)cc(C)c2)n1 | 13.7 | 0.0 | 2.5 | 1.0
O=C(Cc1cccc2ccccc12)Nc1nnc(-c2ccco2)o1 | 6.6 | -0.2 | 6.6 | 1.3
Cc1ccc(NC(=O)C(=O)Nc2ccccn2)cc1 | -5.9 | 0.1 | 0.8 | -2.3
Cc1cc(OCC(=O)NNC(=O)COc2ccc(Cl)cc2)cc(C)c1Cl | 15.7 | 0.1 | 7.9 | -1.4
Cn1ccnc1C1(O)COC2(CCN(C(=O)Cc3ccc(F)cc3)CC2)C1 (centres undefined) | 7.2 | 0.0 | 6.9 | 1.9
CN1CCN(c2ccc(-c3cncc(-c4ccco4)n3)cn2)CC1 | 4.0 | 0.9 | -23.4 | -1.5
Cc1ccc(C(=O)NC(=S)Nn2cnnc2)cc1 | 2.2 | -0.1 | -14.9 | 1.2
COc1cccc(C(=O)COc2cc(O)c3c(=O)c4ccccc4oc3c2)c1 | 0.8 | 0.0 | 7.1 | 2.1
COc1ccc(CNC(=O)N(C)C)cc1 | 11.1 | 0.0 | 5.9 | -1.6
CCCCNC(=O)c1nn2c(C(F)(F)F)cc(-c3ccc(Br)cc3)nc2c1Br | 6.6 | 0.0 | 0.4 | -0.1
COc1ccc(OC)c(C(=O)c2oc3ccccc3c2NC(=O)CN2CCCCC2)c1 | 6.3 | 0.3 | -12.1 | 0.5

The closing two records of the section above open the next one.
SMILES | MITF primary | FBW7 act | TEAD-YAP block | GPR151 activ
CCCCNC(=O)c1nn2c(C(F)(F)F)cc(-c3ccc(Br)cc3)nc2c1Br | 6.6 | 0.0 | 0.4 | -0.1
COc1ccc(OC)c(C(=O)c2oc3ccccc3c2NC(=O)CN2CCCCC2)c1 | 6.3 | 0.3 | -12.1 | 0.5
CCOC(=O)C(CC)n1cnc2c(nnn2-c2ccc(OC)cc2)c1=O (centres undefined) | 7.9 | 0.1 | 6.1 | 0.2
CCOc1ccc(N2CC(C(=O)Nc3ccccc3C(C)C)CC2=O)cc1 (centres undefined) | -56.7 | 0.0 | 0.1 | -0.2
COc1ccc(C2C=C(c3ccc(Br)s3)Nc3nnnn32)cc1OC (centres undefined) | -260.3 | 0.1 | 0.4 | 2.3
COC(=O)C1=C(N)Oc2c(oc(CO)cc2=O)C1c1ccc(Br)cc1 (centres undefined) | -12.2 | 0.3 | 13.9 | -1.4
COc1cc(/C=C2\C(=O)NC(=O)N(c3ccc(C)c(C)c3)C2=O)ccc1OCC(=O)O | 3.2 | 0.1 | -3.2 | -1.1
Cc1ccccc1NC(=O)C(=O)NCCCO | -0.5 | -0.2 | 7.3 | -1.0
CC1(C)CC(=O)C2=C(C1)N(c1sc3c(c1C#N)CCCC3)C(N)=C(C#N)C2c1ccc(Br)cc1 (centres undefined) | 34.5 | 0.0 | 1.9 | 0.3
Cc1ccc(N=c2ssc3c2-c2cc(C)c(C)cc2NC3(C)C)cc1 | 2.5 | 0.2 | -7.0 | 2.9
CCOC(=O)C1=C(C)N=c2s/c(=C\c3ccc(-c4ccc(Cl)cc4)o3)c(=O)n2C1c1ccc(N(C)C)cc1 (centres undefined) | -3.6 | 0.1 | -11.4 | 0.9
O=C1NC(NCc2ccco2)(C(F)(F)F)C(=O)N1c1ccc(OC(F)(F)F)cc1 (centres undefined) | 14.1 | 0.2 | -7.2 | -0.8
CCOC(=O)C1=C(C)N(c2ccc(C)cc2)C(=O)/C1=C\c1cccc(OC)c1O | 5.3 | -0.2 | 5.5 | 0.1
COc1cccc(NC(=O)Nc2cccc(C)n2)c1 | 8.0 | -0.3 | -29.1 | 1.4
CCCCCOC(=O)Nc1ccc(S(=O)(=O)NCC(O)c2ccccc2)cc1 (centres undefined) | -5.6 | -0.2 | 3.9 | 0.4
COC(=O)C(C)CC(C)C(=O)N1CCOCCOCCN(C(=O)C(C)CC(C)C(=O)OC)CCOCC1 (centres undefined) | -5.3 | 0.0 | 12.1 | -0.1
O=C(O)C1CCCN1C(=O)C12CC3CC(CC(C3)C1)C2 (centres undefined) | 3.5 | 0.1 | -1.4 | 0.2
CC(C)(C)c1ccc(CCC(=O)O)cc1 | -4.7 | 0.1 | -1.7 | 0.8
Cc1ccc(NC(=O)c2cnn(-c3ccc(F)cc3)c2C2CCNCC2)cc1 | 13.4 | 0.4 | 6.7 | 1.2
C/C(CC(=O)Nc1cc(C)ccn1)=N\NC(=O)C(=O)Nc1cccc(C)c1 | 6.0 | 0.1 | -19.2 | 1.2
Brc1ccc(C2=CSC3=NCCN23)s1 | 11.2 | 0.1 | 0.8 | 0.1
COc1cc(OC)c(NC(=O)c2sc3ncnc(N4CCc5ccccc5C4)c3c2C)cc1Cl | 12.7 | 0.2 | 0.9 | -0.9
O=C1CCCN1CCn1cnc2c(NCc3ccccc3)nc(N3CCCC3CO)nc21 (centres undefined) | 12.4 | 0.1 | 9.6 | -1.0
C=CCN(CC=C)S(=O)(=O)c1ccc(C(=O)Nc2sc3c(c2C(N)=O)CCN(CC)C3)cc1 | -0.7 | 0.0 | 0.9 | -1.6
Cc1cc(C(=O)CN2C(=O)NC3(CCCc4ccccc43)C2=O)c(C)n1Cc1ccco1 (centres undefined) | -5.0 | 0.0 | 1.6 | -1.1
COc1ccc(/C=C2\Oc3cc(OC(C)=O)ccc3C2=O)cc1 | -16.1 | 0.1 | 50.5* | -1.8
COc1ccc(N2CC(C(=O)N/N=C/c3c(Cl)cccc3Cl)CC2=O)cc1 (centres undefined) | -12.2 | 0.1 | 6.5 | 0.7
COc1ccccc1C(NC(C)=O)c1c(O)ccc2ccccc12 (centres undefined) | 3.0 | -0.2 | 2.6 | -0.8

This is a random part of the collection; any-hit rate near 3.4%.
